# Imprint erasure: qHTS Assay for Compounds that Induce Erasure of Genomic Imprints; mouse ES Peg3-LacZ reporter, beta-gal luminescence, 40 h; Potency, µM (series often up to 60.7 µM), for inactives: top-dose activity change, positive = activation, hits mostly activators; 110,000 tested, 0.02% active;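 further: 0% = negative control wells on the plate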
#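 Imprint erasure is scored as LacZ activity from the silenced maternal Peg3 allele in feeder-free female ES cells cultured 40 h with LIF. Luminescence is normalized to in-plate negative controls and fitted to the Hill equation.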
# p53ts 32C kill: qHTS Screen for Compounds that Selectively Target Cancer Cells with p53 Mutations: Cytotoxicity of p53ts Cells at the Permissive Temperature; AID 924, 2007; H1299-p53A138V at 32C, ATP luminescence viability, 24 h; Potency, µM (highest dose often 46.1 µM), inactives show top-dose activity change, negative = cytotoxicity, most hits filed as cytotoxic; 130,000 tested, 0.93% active;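 further: 0% = DMSO and -100% = full killing by reference compound; nearly all actives have a fitted effect of over 55% in size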
#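 H1299-p53 A138V cells (temperature-sensitive p53) exposed 24 h to up to 46 uM compound at 32C, where p53 is wild-type in conformation. Viability read as ATP luminescence and normalised to DMSO and 100 uM tamoxifen. AC50 fitted with the Hill equation.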
# IkB signaling: IkB Signaling. ABC-DLBCL IkBa-CBG/CBR dual luciferase ratio, 4 h; response scale: scaled: untreated 0%, proteasome inhibitor 100%. Potency, µM (titrated, usually from 57.1 µM), for the others: top-dose IkBa stabilization activation. 110,000 tested, 0.04% active. AID 445, 2006; active means well fitted curve in the direction sought with a large enough effect in the signal ratio, not every such curve was filed as active; inconclusive means small, poorly fitted or top-dose-only effect, or a change in a side signal; the % refers to the signal ratio;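 further: the direction sought is a rising ratio; 0% = basal untreated cells and 100% = reference inhibitor full response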
#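 In this assay, an IκBα–CBG68 fusion accumulates when IKK-driven degradation is blocked; native CBR normalizes for cell number. OCI-Ly3 cells were treated 4 h with compound and doxycycline, then green and red light read after Chroma-Glo addition.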
# p53ts 39C kill: qHTS Screen for Compounds that Selectively Target Cancer Cells with p53 Mutations: Cytotoxicity of p53ts Cells at the Nonpermissive Temperature; H1299-p53A138V viability at 39C, ATP luminescence, 24 h; Potency, µM (highest dose often 46.1 µM), for inactives: at the top dose activity change, negative = cell killing, hits mostly cytotoxic; 130,000 tested, 1.5% active; AID 902, 2007; further: nearly all actives have a fitted effect of over 55% in size
# * hit, by the source's call; ? = inconclusive; . = no result given; [ ] = another dose, or the depositor's remark. Unless noted, the call rests on the fitted dose curve; in most records, active means well fitted curve in the direction sought with a large enough effect; inconclusive means small, poorly fitted or top-dose-only effect, or another doubt; inactive means no such curve, though single readings can be large; an effect the other way counts as inactive or inconclusive. Unless noted, on the % scale 0 is the no-effect control and ±100 the full control effect; potency means the concentration at half of the fitted maximal effect.
# Preview (two entries):
[1] CC(NC(=O)Nc1ccccc1C(F)(F)F)C1CCCO1 (stereo not drawn)
[2] CCOC(=O)C1=C(N2CCCCC2)c2cc3c(n2C1=O)CCCC3
compound no.,1,2
Imprint erasure,8%,-23%
p53ts 32C kill,-11%,-16%
IkB signaling,-1.1%,-1.0%
p53ts 39C kill,-4%,-29%

# All compounds of this part, from the start:
[1] CC(NC(=O)Nc1ccccc1C(F)(F)F)C1CCCO1 (stereo not drawn)
[2] CCOC(=O)C1=C(N2CCCCC2)c2cc3c(n2C1=O)CCCC3
[3] CCOc1ccc2[nH]c(=O)c(CN(Cc3ccc(C)cc3)C(=O)N3CCCC3)cc2c1
[4] COc1cc(C(=O)NCc2nnc(SCC(=O)N3CCCCC3)o2)cc(OC)c1OC
[5] Cc1ccc(Cn2c(CNC(=O)CCc3ccccc3)nc3cccnc32)cc1
[6] CCOc1ccc(CCNC(=O)c2oc3c(c2C)-c2[nH]ncc2CC3)cc1OCC
[7] CC1=C(C#N)C(c2cn(-c3ccccc3)nc2-c2cccs2)C(C#N)=C(C)N1
[8] O=C(O)c1c(Cl)cccc1Cl
compound no.,1,2,3,4,5,6,7,8
Imprint erasure,8%,-23%,.,-1%,-7%[10.9 µM],17%,-13%,10%
p53ts 32C kill,-11%,-16%,-2%,-23%,9%,17%,5%,6%[1.84 µM]
IkB signaling,-1.1%,-1.0%,-1.0%,3.5%,1.2%,-1.1%,?,1.8%
p53ts 39C kill,-4%,-29%,12%,-3%,5%,-15%,-8%,6%

# From entry 1 to 5, copied from above:
[1] CC(NC(=O)Nc1ccccc1C(F)(F)F)C1CCCO1 (stereo not drawn)
[2] CCOC(=O)C1=C(N2CCCCC2)c2cc3c(n2C1=O)CCCC3
[3] CCOc1ccc2[nH]c(=O)c(CN(Cc3ccc(C)cc3)C(=O)N3CCCC3)cc2c1
[4] COc1cc(C(=O)NCc2nnc(SCC(=O)N3CCCCC3)o2)cc(OC)c1OC
[5] Cc1ccc(Cn2c(CNC(=O)CCc3ccccc3)nc3cccnc32)cc1
compound no.,1,2,3,4,5
Imprint erasure,8%,-23%,.,-1%,-7%[10.9 µM]
p53ts 32C kill,-11%,-16%,-2%,-23%,9%
IkB signaling,-1.1%,-1.0%,-1.0%,3.5%,1.2%
p53ts 39C kill,-4%,-29%,12%,-3%,5%

# New compounds follow.
[9] CCOC(=O)C1CCN(Cc2c(F)cccc2Cl)CC1
[10] CC1(C)Cc2c(sc(NC(=O)c3ccco3)c2C#N)C(C)(C)N1
[11] Cc1c(C(=O)N(C)C)sc2c1c(=O)n(-c1ccc(Cl)c(Cl)c1)c(=O)n2CC(=O)Nc1ccc(Br)cc1F
[12] CCCNC(=O)CCc1nnc2ccc(N3CCN(c4cccc(OC)c4)CC3)nn12
[13] CCc1ccc(NC(=O)CCCc2nnc3n(CCCOC)c(=O)c4sccc4n23)cc1
[14] CCOc1ccc(-n2c(-c3ccco3)n[nH]c2=S)cc1
[15] O=C(NCc1ccc2c(c1)OCO2)C1CCCN(S(=O)(=O)c2cccc3cccnc23)C1 (stereo not drawn)
[16] O=C(NC1=NCCS1)c1cccc(S(=O)(=O)N2CCCCC2)c1
compound no.,9,10,11,12,13,14,15,16
Imprint erasure,-2%,-11%,6%[10.9 µM],-9%[10.9 µM],-12%[10.9 µM],0%,-13%,-3%
p53ts 32C kill,4%,4%,4%,-5%,3%,0%,-16%,4%
IkB signaling,-1.6%,-2.2%,1.1%,0.0%,0.0%,2.0%,1.9%,0.3%
p53ts 39C kill,9%,4%,43%[activator],-12%,-22%,9%,-6%,-4%

[17] C=CCNC(=O)c1ccccc1NS(=O)(=O)c1ccccc1
[18] COc1ccc(OC)c(S(=O)(=O)Nc2cccc(C(C)=O)c2)c1
[19] CC(C)NC(=O)Cc1csc2nc(-c3ccccc3)cn12
[20] Cc1cccc(Cn2c(-c3ccccc3)nc3ccccc32)c1
[21] Cc1cn2c(=O)cc(COc3ccc(C(C)(C)C)cc3)nc2s1
[22] CC1CCN(S(=O)(=O)c2ccc3c(c2)CCN3C(=O)CCC(=O)O)CC1
[23] CN(c1ccc(C(=O)N2CCCCC2)cc1)S(C)(=O)=O
[24] CC1=Nc2cc(C(=O)NCc3ccccc3Cl)ccc2Sc2c(C)ccc(C)c21
compound no.,17,18,19,20,21,22,23,24
Imprint erasure,-1%,10%,-14%[10.9 µM],-7%[10.9 µM],14%[10.9 µM],-5%,15%,-21%[10.9 µM]
p53ts 32C kill,8%,-11%,-5%,4%,-8%,-1%,0%,-10%
IkB signaling,-0.7%,0.0%,2.2%,?,-1.6%,-1.1%,-1.5%,2.2%
p53ts 39C kill,14%,-2%,2%,?,-28%,4%,9%,-9%

[25] CCN(CC)C(=O)CSc1nnc(-c2ccccc2)n1-c1ccccc1
[26] O=S(=O)(c1ccc2c(c1)C(=NO)c1cc(S(=O)(=O)N3CCCCC3)ccc1-2)N1CCCCC1
[27] CNC(=O)c1c(C)nc(SCC(=O)NCc2ccc(OC)cc2)c(C#N)c1-c1ccco1
[28] O=C(c1cnccn1)N1CCC2(CCCN(c3ncccn3)C2)CC1
[29] CCN(CC)C(=O)c1ccccc1NC(=O)c1cccc(S(=O)(=O)N2CCC(C)CC2)c1
[30] CCC(=O)N1CCc2cc(S(=O)(=O)CCC(=O)NCCc3ccc(OC)c(OC)c3)ccc21
[31] CCN(CC)S(=O)(=O)c1cccc(S(=O)(=O)c2cccc(S(=O)(=O)N(CC)CC)c2)c1
[32] CCOc1ccc(Nc2ncnc3scc(-c4ccc(OC)cc4)c23)cc1
compound no.,25,26,27,28,29,30,31,32
Imprint erasure,-12%,.,-11%,.,-2%[10.9 µM],-15%,-14%,-9%[10.9 µM]
p53ts 32C kill,6%,?,3%,3%,8%,0%,-15%,-6%
IkB signaling,0.9%,-3.4%,-0.8%,0.4%[11.4 µM],-2.7%,-0.2%,3.8%,0.3%
p53ts 39C kill,9%,?,-2%,0%,-13%,-10%,-12%,-13%

[33] COc1ccc(CC(=O)N2CCC(Nc3nc4ccccc4n3Cc3ccc(F)cc3)CC2)cc1
[34] CCOC(=O)C(C)Sc1nc2c(cnn2-c2ccc(C)cc2)c(=O)[nH]1 (stereo not drawn)
[35] Cc1ccc(C(=O)Nc2nnc(S(=O)(=O)N3CCc4ccccc43)s2)cc1
[36] CCn1c(SCc2ccc(C#N)cc2)nnc1-c1cccc(Cl)c1
[37] CCn1cc(C(=O)Nc2ccccc2C(=O)OC)c(=O)c2ccc(C)nc21
[38] O=C(CC1CCCCC1)Nc1c2c(nn1-c1ccc(F)cc1)CS(=O)(=O)C2
[39] O=C(NCc1ccccc1)C1CCN(C(=O)NCc2ccccc2)CC1
[40] CCCn1nnc(NC(=O)COc2ccccc2Cl)n1
compound no.,33,34,35,36,37,38,39,40
Imprint erasure,.,-19%,-10%[10.9 µM],-13%,1%,3%,0%,-14%
p53ts 32C kill,-4%,10%,1%,1%,1%,5%,11%,1%
IkB signaling,.,-0.5%,0.3%,-0.1%,1.1%,2.1%,-0.1%,-4.5%
p53ts 39C kill,15%,-8%,-11%,-1%,-3%,4%,-6%,9%

[41] Cc1cc(C)cc(NC(=O)CSc2nnc(COc3ccccc3Cl)o2)c1
[42] CO[C@@H]1COC(=O)C/C=C\[C@H](C)COC(=O)[C@H](C)NC(=O)C/C=C\[C@H]1C
[43] CN(C)c1ccnc2sc3c(=O)n(-c4ccccc4)cnc3c12
[44] COC(=O)C(C)Sc1ncnc2c1c(-c1ccccc1)cn2-c1ccc(F)cc1 (stereo not drawn)
[45] OC[C@@H]1O[C@@H](n2cnc3c(N[C@@H]4C[C@@H]5CC[C@H]4C5)ncnc32)[C@@H](O)[C@H]1O
[46] COc1ccccc1OCc1nc2c3c(-c4ccccc4)c(-c4ccccc4)oc3ncn2n1
[47] CS(=O)(=O)N1CCN(C(=O)c2csc3ccccc23)CC1
[48] COc1ccc(OCCn2c(C3CC(=O)N(c4ccc(F)cc4)C3)nc3ccccc32)cc1 (stereo not drawn)
compound no.,41,42,43,44,45,46,47,48
Imprint erasure,11%[10.9 µM],.,-11%,-7%[10.9 µM],.,-14%,-12%,-9%[10.9 µM]
p53ts 32C kill,-8%,5%[9.22 µM],9%,16%,-10%,-4%,7%,-2%
IkB signaling,?,.,3.4%,0.4%,5.4%,-2.9%,-3.2%,0.5%
p53ts 39C kill,-24%,6%[9.22 µM],2%,-5%,6%,14%,7%,?

[49] CN1CCN(S(=O)(=O)c2cccc(C(=O)Nc3sc4c(c3C(N)=O)CCCC4)c2)CC1
[50] COc1ccc(Cl)cc1NC(=O)c1cc2c(s1)-c1ccccc1OC2
[51] COc1ccc(CCn2c(N)c(C#N)c3nc4ccccc4nc32)cc1OC
[52] Cc1ccc(NC(=O)CCN2CCc3ccccc3C2)cc1
[53] CCCS(=O)(=O)N1CCN(C(=O)c2cccc(OC)c2)CC1
[54] CC(C)c1ccc(N2C(=O)N(Cc3cccc([N+](=O)[O-])c3)c3ccccc3S2(=O)=O)cc1
[55] Cc1ccc(Oc2nc(CN3CCOCC3)nc3sc4c(c23)CCC(C)C4)cc1 (stereo not drawn)
[56] COc1ccc(N(CC(=O)Nc2cc(C)ccc2OC)S(=O)(=O)c2c(C)noc2C)cc1
compound no.,49,50,51,52,53,54,55,56
Imprint erasure,-9%,-9%[10.9 µM],-1%,-11%,6%,-16%[10.9 µM],.,-14%
p53ts 32C kill,-7%,-16%,3%,1%,2%,3%,25%,-3%
IkB signaling,-1.1%,?,-2.5%,0.2%,1.0%,0.7%,.,0.5%
p53ts 39C kill,-11%,-22%,4%,-7%,0%,-19%,-10%,-13%

[57] O=C(Cn1c(=O)n(Cc2ccco2)c(=O)c2cccnc21)Nc1ccccc1F
[58] Cn1c(=S)c2[nH]c(SCc3cccnc3)nc2n(C)c1=O
[59] Cn1c(N)c(C(=O)NCc2ccccc2)sc1=S
[60] CCOc1ccc(C2c3c(oc4ccc(C)cc4c3=O)C(=O)N2c2nc(C)c(C)s2)cc1OC (stereo not drawn)
[61] c1ccc2sc(-c3ccc4c(c3)OCO4)nc2c1
[62] COC(=O)c1ccccc1NC(=O)C1=CC(c2ccc3c(c2)OCO3)=NS(=O)(=O)N1C
[63] CCOC(=O)c1ccccc1NC(=O)c1nn(C)c2c1COc1ccccc1-2
[64] Cc1ccc(S(=O)(=O)Cc2cccc(C(=O)N3CCOCC3)c2)cc1
[65] COc1ccc(C(=O)CC(=O)O)c2c1C=CC(C)(C)O2
[66] CN1C(=O)/C(=C2\SC(=S)N(CC3CCCO3)C2=O)c2ccccc21 (stereo not drawn)
[67] CCOCCCNC(=O)CCNC(=O)c1cc(OC)c(OC)c(OC)c1
compound no.,57,58,59,60,61,62,63,64,65,66,67
Imprint erasure,-7%[10.9 µM],-2%[10.9 µM],-14%,-7%[10.9 µM],-94%[inhibitor],-5%[10.9 µM],-13%[10.9 µM],6%,-3%,5%,-2%
p53ts 32C kill,7%,6%[9.22 µM],-5%,-2%,16µM*,-15%,10%,0%,-4%,14%,1%
IkB signaling,-0.5%,-0.5%[11.4 µM],0.1%,-0.1%,?,?,?,4.1%,0.5%,-0.1%,-0.5%
p53ts 39C kill,-1%,0%[9.22 µM],5%,1%,7.9µM*,-17%,-28%,4%,12%,5%,12%

# Exported as labelled records: entries from further up.
65	COc1ccc(C(=O)CC(=O)O)c2c1C=CC(C)(C)O2
  Imprint erasure: -3%	p53ts 32C kill: -4%	IkB signaling: 0.5%	p53ts 39C kill: 12%

66	CN1C(=O)/C(=C2\SC(=S)N(CC3CCCO3)C2=O)c2ccccc21 (stereo not drawn)
  Imprint erasure: 5%	p53ts 32C kill: 14%	IkB signaling: -0.1%	p53ts 39C kill: 5%

# From PubChem
